Bioassay records (PubChem)
XiGFP reactiv: activators of inactive X chromosome reactivation, primary screen, imaging, XiGFP fibroblasts, GFP high-content imaging, set 2; XiGFP mouse fibroblasts, % GFP-positive cells imaging, 3 d; cells co-treated with 5-aza-dC sensitizer; scaled so ellipticine positive control = 100%; activation, % at 7.58 µM; 0.055% of 360,000 active; AID 743238, 2013;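 active = mean normalized replicate activation at least 10% and every replicate at or above 10%; inconclusive = only one of the two criteria met; inactive = mean below 10% and not all replicates reach 10%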;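 note: 0% = median of on-plate neutral control wells and 100% = ellipticine 6 µM median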
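System: SV40-immortalized XiGFP fibroblast cells, line 68-5-11 / Incubation: 3-day compound exposure, then 15 min fixation at room temperature / Compound: single concentration per compound, delivered by pin transfer / Buffer or medium: DMEM plus 5-aza-dC sensitizer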
DENV2 CPE rescue: inhibitors of DENV2 cytopathic effect, primary screen, cell-based, plate reader, single concentration. 1.7% of 350,000 active. AID 651640, 2012. CPE inhibition, % at 9.99 µM. DENV2-infected cells, cytopathic effect rescue; in the data active = CPE inhibition above about 20%, passing the limit was not always enough; inconclusive = no clear call, values can overlap the other calls; tested in BHK-21 cells;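 note: 0% = median of neutral control wells and 100% = median of positive control wells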
F508del corr: F508del CFTR correction, initial screen, CFBE line, single point; AID 720511, 2013; CFBE cells, YFP halide quenching; stimulated with forskolin plus potentiator P3; % fluorescence drop versus neutral controls; activity (quench increase), % at 7.58 µM; 0.36% of 350,000 active;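 active = mean added fluorescence quench of at least 8% versus neutral control, with both replicates also reaching 8%; inconclusive = only one of the mean or replicate conditions met; inactive = mean below 8% and not both replicates reaching 8%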;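 note: cells transiently co-express mutant CFTR-F508del with the halide-sensitive YFP; corrector assay measuring rescue of mutant channel to the surface after 24 h compound exposure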
GSIS activator: GLuc luminescence reporter in INS-1E cells, primary screen for activators of glucose-dependent secretion of insulin. INS-1E GLuc reporter insulin secretion, 2-3 h. activation, % at 16.6 µM. 0.61% of 370,000 active. AID 743287, 2014;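 active = lowest replicate activation of at least 40%, so every replicate reaches that level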;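 note: 0% = median of neutral control wells and 100% = median of IBMX positive control wells; some compounds called inactive have numbers as strong as hits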
CASP6 VEID inh: human caspase-6 inhibitors, primary screen, biochemical, VEID-R110 fluorescence, single point, set 2 | inhibition, % at 12.5 µM | purified caspase-6, Z-VEID-R110 cleavage fluorescence | 0.53% of 350,000 active | P55212;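 active = mean inhibition across replicates at least about 35%, with every replicate also reaching that limit, limit read from the data; inconclusive = only one of the two criteria met; inactive = neither criterion met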;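 note: 0% = median of neutral control wells and 100% = no fluorescence left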
RAD54 inh: inhibitors of human RAD54 branch migration, primary screen, biochemical, fluorescence, single point | DNA repair and recombination protein RAD54-like (Homo sapiens), Q92698 | RAD54 Holliday junction branch migration, FAM/BHQ fluorescence | inhibition, % at 10.4 µM | 0.14% of 360,000 active | AID 602329, 2012;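 active = mean normalized replicate activity at least 40 and at least half of replicates scoring 40 or more; inconclusive = only one of the two criteria met; inactive = mean below 40 and under half of replicates reaching 40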;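 note: 0% = median of neutral control wells and 100% = median of positive control wells; inhibitors cause a drop in the FAM fluorescence signal; in these data hits start at about 50%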
RAD52 inh: RAD52 DNA annealing inhibitors, primary screen, biochemical, FRET, single point, set 2; DNA repair protein RAD52 homolog (Homo sapiens), P43351; recombinant RAD52 DNA annealing, FRET fluorescence; inhibition, % at 18.7 µM; 0.46% of 360,000 active; AID 651710, 2012;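 active = every replicate showing at least 50% inhibition; inconclusive = mean inhibition at least 50% but not in every replicate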
Target sequence (P43351 whole entry, looked up): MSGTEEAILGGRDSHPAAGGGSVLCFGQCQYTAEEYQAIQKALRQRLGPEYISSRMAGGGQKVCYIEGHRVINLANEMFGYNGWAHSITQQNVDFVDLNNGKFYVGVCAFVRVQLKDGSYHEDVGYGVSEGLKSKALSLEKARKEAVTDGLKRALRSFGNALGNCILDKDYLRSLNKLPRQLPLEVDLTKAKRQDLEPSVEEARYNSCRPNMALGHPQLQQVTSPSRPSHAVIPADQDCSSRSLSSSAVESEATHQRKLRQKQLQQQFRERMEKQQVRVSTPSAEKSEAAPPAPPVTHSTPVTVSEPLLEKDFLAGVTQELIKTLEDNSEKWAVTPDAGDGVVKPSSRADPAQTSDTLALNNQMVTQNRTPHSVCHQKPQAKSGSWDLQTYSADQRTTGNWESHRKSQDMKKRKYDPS
E-sel inducer: E-selectin induction in HUVECs, primary screen, imaging, HUVEC, immunofluorescence imaging, single point; P16581; normalized: neutral wells 0, TNF-alpha wells 100; activation, % at 7.58 µM; 0.37% of 260,000 active; AID 686992, 2013;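 active = mean E-selectin-positive cell signal at least 10% of the positive control, reached in at least 60% of replicates, without over 20% cell loss; inconclusive = no rule given, readout overlaps actives, possibly toxicity-flagged; inactive = the rest, including those meeting only one limit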;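 note: in these data hits start at about 27%; measured in HUVEC primary endothelial cells; signal is the percent of cells scored E-selectin positive by PE staining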
Target sequence (P16581 whole entry, looked up): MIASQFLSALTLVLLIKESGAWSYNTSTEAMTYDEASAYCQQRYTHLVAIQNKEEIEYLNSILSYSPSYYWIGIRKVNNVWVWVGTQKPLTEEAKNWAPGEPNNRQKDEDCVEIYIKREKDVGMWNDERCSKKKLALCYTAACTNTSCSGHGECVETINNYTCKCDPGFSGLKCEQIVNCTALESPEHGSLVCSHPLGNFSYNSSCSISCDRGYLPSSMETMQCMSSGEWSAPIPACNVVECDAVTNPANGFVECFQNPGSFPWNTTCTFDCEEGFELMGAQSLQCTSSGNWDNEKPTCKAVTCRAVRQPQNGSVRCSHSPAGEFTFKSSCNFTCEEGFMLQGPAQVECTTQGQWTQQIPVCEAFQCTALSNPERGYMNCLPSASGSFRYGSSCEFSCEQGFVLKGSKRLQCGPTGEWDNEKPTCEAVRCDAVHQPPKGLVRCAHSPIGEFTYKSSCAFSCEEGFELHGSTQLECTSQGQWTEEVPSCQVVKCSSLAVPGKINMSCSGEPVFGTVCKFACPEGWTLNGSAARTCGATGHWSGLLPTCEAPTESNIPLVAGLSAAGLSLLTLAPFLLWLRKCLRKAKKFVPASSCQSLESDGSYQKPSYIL
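Test system – human umbilical vein endothelial cells (HUVEC), E-selectin induction · Input – 3,000 HUVEC seeded per well · Buffer or medium – EGM-2, gelatin · Compound dosing – single-point compound dose · Detection – immunofluorescence imaging · Measure – percent E-selectin-positive cells · Controls – TNF-alpha high, DMSO low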
An asterisk follows results filed as active; ? = inconclusive; · = no result given; & = joins results of further samples. No enrichment for hits; about 3.7% have a hit in one of these screens.

SMILES	XiGFP reactiv	DENV2 CPE rescue	F508del corr	GSIS activator	CASP6 VEID inh	RAD54 inh	RAD52 inh	E-sel inducer
O=C(Nc1ccc(C(=O)N2CCCC2)cc1)C1CC1	0.1	-5	-3.6	-3	-3	-2	-6	0.1
COc1ccc(C(CC(=O)c2ccc(C)cc2)Nc2ccc([N+](=O)[O-])cc2)cc1 (stereo not given)	0.0	13	·	18	-2	·	-19	·
CCn1c(=O)c2sccc2n2c(CCCC(=O)N3CCN(c4ccccn4)CC3)nnc12	0.2	-1	-0.9	19	-1	1	-12	·
CCN(C[C@H]1N[C@@](CC)(C(=O)OC)[C@H]2C(=O)N(C)C(=O)[C@@H]12)S(=O)(=O)c1ccc(F)cc1	0.6	-2	4.4	19	1	1	-13	·
Cc1cccc(OCCNC(=O)CCNS(=O)(=O)c2ccc3ccccc3c2)c1	0.1	·	2.3	-43	1	-8	-21	0.1
C[C@@H]1CCCCO[C@@H](CN(C)C(=O)Cc2ccccc2)[C@H](C)CN([C@H](C)CO)C(=O)c2cc(NC(=O)Nc3ccc(F)cc3)ccc2O1	-0.1	-2	-1.1	-12	1	-3	14	0.1
Nc1ccc(S(=O)(=O)c2cc(O)c3ccccc3c2O)cc1	0.1	14	-3.5	-3	29	·	-17	0.4
CCC(=O)Nc1ccc2c(c1)OC[C@@H](C)N(CCC(F)(F)F)C[C@H](C)[C@@H](OC)CN(C)C2=O	0.4	-6	·	-4	0	-4	-4	-0.2
Cc1cc(NC(=O)COC(=O)C(C)Oc2ccc(Cl)cc2Cl)no1 (stereo not given)	0.0	?	-1.7	16	4	5	-4	·
O=C(N[C@H]1CC[C@H](CCn2cc(C3CC3)nn2)O[C@H]1CO)c1cccnc1	-0.1	-11	3.1	2	11	-2	10	-0.4
Cc1c(NC(=O)c2noc3c2CCc2ccccc2-3)c(=O)n(-c2ccccc2)n1C	0.1	0	0.8	-3	-2	6	-15	0.2
O=C(NNC(=O)C1CC1)c1ccc(F)cc1F	0.2	-3	0.0	8	-4	-7	-3	1.8
COc1ccc2oc(C(=O)NC3CCCCC3)c(C)c2c1	0.2	11	2.5	-2	1	-13	-20	·
COCCNC(=O)C(OC(=O)c1ccco1)c1ccccc1Cl (stereo not given)	0.1	2	2.6	20	-5	0	-6	·
CSC1=NC(=O)/C(=C/c2ccc(SC)cc2)S1	0.0	10	-0.8	-55	0	·	-15	-0.1
CC1(C(=O)OCC(=O)Nc2cccc(S(=O)(=O)NC3=NCCCCC3)c2)CC1(Cl)Cl (stereo not given)	0.1	8	2.3	-9	-2	·	-11	·
Cc1ccc(NN2C(=O)C=C(c3ccccc3)C2=O)cc1	0.0	12	-7.7	-5	-2	5	-8	7.1
CCC(C)c1ccc(NC(=O)c2ccco2)cc1 (stereo not given)	0.1	9	-0.4	-1	0	-7	-14	·
C[C@@H]1CN([C@@H](C)CO)C(=O)c2cc(NS(C)(=O)=O)ccc2O[C@@H]1CN(C)C(=O)Nc1ccc2c(c1)OCO2	0.1	-6	0.4	13	-1	0	12	-4.2
O=C(NCC1CCCO1)c1ccc2nc(N3CCCCC3)sc2c1 (stereo not given)	0.0	-11	3.7	1	2	6	-6	1.1
CN1CCN(C(=O)C[C@H]2C[C@@H]3c4cc(NC(=O)C5CCOCC5)ccc4O[C@@H]3[C@@H](CO)O2)CC1	0.0	-1	-1.9	25	0	7	1	-0.3
COc1ccc(S(=O)(=O)N(C)C[C@H]2Oc3c(NC(=O)NC(C)C)cccc3C(=O)N([C@H](C)CO)C[C@@H]2C)cc1	0.3&0.0	-2&0	1.2&-1.5	10&-1	-3&-2	-1&-4	-14&2	-3.2&0.0
COc1ccc(OCCCC(=O)Nc2cc(S(=O)(=O)N3CCCCC3)ccc2C)cc1	0.8	4	2.3	-22	0	3	-2	·
CCOc1ccc(C2C(C#N)=C(N)N(N(C)C)C3=C2C(=O)CC(C)(C)C3)cc1 (stereo not given)	0.1	11	0.5	-14	0	6	-20	-0.1
CC1(C(=O)O)CCN1C(=O)c1cccc(OC(F)(F)F)c1 (stereo not given)	0.2	4	-1.5	-6	-2	7	-2	0.4

Going on with the list.
SMILES	XiGFP reactiv	DENV2 CPE rescue	F508del corr	GSIS activator	CASP6 VEID inh	RAD54 inh	RAD52 inh	E-sel inducer
COc1ccc(-c2nn(CCC(=O)O)cc2/C=N/NC(N)=S)cc1	0.1	2	-1.4	-13	0	-8	-4	-1.9
CCOc1cc(/C=C2\C(=O)N(Cc3ccco3)C(C)=C2C(=O)OC)ccc1O	0.4	12	-0.9	-29	-3	·	-10	-0.1
Cc1cccc(N2CCN(C(=O)C3CC(=O)N(c4ccc5c(c4)OCCO5)C3)CC2C)c1 (stereo not given)	0.0	4	3.6	-20	3	-6	-17	0.1
Cc1ccccc1OCCC(=O)OCC(=O)NCCc1ccccc1	0.0	7	2.3	17	1	-7	-19	·
C[C@H](CO)N1C[C@H](C)[C@H](CN(C)C)Oc2cc(-c3ccccc3F)ccc2S1(=O)=O	0.2	-7	-4.7	9	2	5	-6	-0.1
CN(C)Cc1cn(CC[C@@H]2CC[C@H](N)[C@H](CO)O2)nn1	-0.1	-1	-0.3	-4	0	-8	-9	0.2
CC(C)c1cn(CC[C@H]2CC[C@@H](NS(=O)(=O)c3ccc(F)cc3)[C@H](CO)O2)nn1	0.0	-4	3.8	6	-1	-6	-2	0.7
COc1cc2c(cc1OC)CN(c1nc(CN3CCCC3)nc3sc(C)c(C)c13)CC2	0.2	-1	3.1	5	5	·	65*	3.6
COc1ccccc1N1CCN(C(=O)c2cc(S(=O)(=O)N3CCCCC3)ccc2C)CC1	0.1	34*	-1.7	·	2	-5	-6	0.0
COc1ccc(NC(=O)N(C)C[C@H]2Oc3ccc(NC(=O)Nc4cccc5ccccc45)cc3C(=O)N([C@H](C)CO)C[C@H]2C)cc1	-0.2	-7	0.0	-1	-2	3	3	0.5
C=CCn1cc(C(=O)N2CCN(c3ccccc3)CC2)c(=O)c2cc(S(=O)(=O)N3CCCC3)ccc21	0.0	-9	0.8	6	1	0	-5	·
CN1Cc2c(N3CCOCC3)nc3sc(C#N)c(N)c3c2CC1(C)C	0.3	-5	-0.6	·	-1	·	8	0.1
CC(C)(C)[C@@H]1C=C(C(=O)O)[C@H](c2ccc(Cl)cc2)N1S(=O)(=O)c1ccccc1	0.1	13	-1.3	-10	2	-1	-19	0.0
CCC(=O)N1C[C@@H](C)[C@H](OC)CN(C)C(=O)c2cc(NC(=O)c3cc(C)on3)ccc2OC[C@H]1C	0.0	·	1.0	6	·	·	·	-0.2
O=C(CSc1nnc(CNC(=O)C23CC4CC(CC(C4)C2)C3)n1-c1ccc(F)cc1)Nc1ccc(F)cc1	0.0	2	·	-6	2	6	-5	-0.2
C[C@@H]1CN([C@H](C)CO)C(=O)Cc2cc(NC(=O)NC3CCCCC3)ccc2O[C@H]1CN(C)S(=O)(=O)c1ccc(F)cc1	0.1	18	-3.4	7	2	2	4	0.4
COc1cc(=O)n(C)c2c(OCC3OC(C)(C)OC3(C)C)cccc12 (stereo not given)	·	-2	2.3	·	0	4	-4	·
Cc1ccc2sc(-c3ccc(NC(=O)/C=C\C(=O)O)cc3)nc2c1	0.0	1	2.5	1	1	-7	-32	·
O=C(NCc1ccc(Cl)cc1)C1CCN(S(=O)(=O)c2cccnc2)CC1	0.1	-6	-1.7	2	-3	1	-2	·
O=C(C[C@@H]1C[C@@H]2c3cc(NC(=O)c4ccc5c(c4)OCO5)ccc3O[C@@H]2[C@H](CO)O1)NCc1cc(F)ccc1F	0.0	-1	-0.8	23	0	21	16	0.3
CC(=O)Nc1ccc(CNc2nc(NCc3cccs3)nc3ccsc23)cc1	0.2	-6	2.1	34	4	-14	9	-0.1
COc1cccc(NC(=O)N2CCc3nc(Nc4ccc(C(C)C)cc4)ncc3C2)c1	-0.1	-10	1.9	·	-1	-2	-53	0.2
CC(C)(C)OC[C@H](NC(=O)c1[nH]cnc1C(=O)Nc1ccccc1F)C(=O)OC(C)(C)C	0.1	?	-3.2	-32	3	13	-6	-0.1
CC(C)CNC(=O)C(=O)NNC(=O)c1ccco1	0.1	9	-0.7	-11	2	·	-5	·
CCN(CC(=O)Nc1c(F)cccc1F)C(=O)/C=C/c1ccc(C)cc1	-0.1	4	-1.7	0	2	-19	-7	-2.4

Additional compounds.
SMILES	XiGFP reactiv	DENV2 CPE rescue	F508del corr	GSIS activator	CASP6 VEID inh	RAD54 inh	RAD52 inh	E-sel inducer
C[C@@H]1CN([C@@H](C)CO)C(=O)CCCn2nncc2CO[C@H]1CN(C)C(=O)Nc1ccccc1	0.4	31*	0.1	-5	-1	-3	9	0.3
Cc1ccc(-c2nnc(Nc3ccc(C(=O)N(C)C)cc3)c3ccccc23)cc1S(=O)(=O)NC(C)(C)CO	-0.1	-1	-0.4	-2	5	·	-2	-0.5
C[C@@H]1CN([C@@H](C)CO)C(=O)c2cc(C3=CCCCC3)cnc2O[C@@H]1CN(C)Cc1ccc(C(=O)O)cc1	0.0	-1	-0.7	14	-2	13	-1	0.9
N#Cc1ccccc1OCc1cn(CC(=O)c2ccc(O)cc2)nn1	0.2	-2	1.1	-8	6	5	-9	0.1
Cc1cc(NC(=O)c2ccccc2)nc2c1c(=O)oc1ccccc12	0.0	-5	1.8	0	2	·	-24	·
CCc1nnc(NS(=O)(=O)c2ccc(NC(=O)c3ccccc3)cc2)s1	-0.2	·	-0.7	6	4	-11	-10	0.9

Shown with values under each structure: entries from further up
Results follow in this order: XiGFP reactiv | DENV2 CPE rescue | F508del corr | GSIS activator | CASP6 VEID inh | RAD54 inh | RAD52 inh | E-sel inducer
C[C@@H]1CN([C@@H](C)CO)C(=O)CCCn2nncc2CO[C@H]1CN(C)C(=O)Nc1ccccc1
→ 0.4 | 31* | 0.1 | -5 | -1 | -3 | 9 | 0.3
Cc1ccc(-c2nnc(Nc3ccc(C(=O)N(C)C)cc3)c3ccccc23)cc1S(=O)(=O)NC(C)(C)CO
→ -0.1 | -1 | -0.4 | -2 | 5 | · | -2 | -0.5
C[C@@H]1CN([C@@H](C)CO)C(=O)c2cc(C3=CCCCC3)cnc2O[C@@H]1CN(C)Cc1ccc(C(=O)O)cc1
→ 0.0 | -1 | -0.7 | 14 | -2 | 13 | -1 | 0.9
N#Cc1ccccc1OCc1cn(CC(=O)c2ccc(O)cc2)nn1
→ 0.2 | -2 | 1.1 | -8 | 6 | 5 | -9 | 0.1
Cc1cc(NC(=O)c2ccccc2)nc2c1c(=O)oc1ccccc12
→ 0.0 | -5 | 1.8 | 0 | 2 | · | -24 | ·
